Source: PubChem BioAssay
PAFAH1B3 FP inh = blocks human PAF acetylhydrolase 1B catalytic subunit 3. inhibition, % at 3.39 µM. Q15102. recombinant PAFAH1B3, FP-rhodamine probe, fluorescence polarization. 0.28% of 340,000 active;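 active = inhibition above the screen-wide average of all tested compounds plus 3 SD, cut at about 25% in these data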;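 note: 0% = enzyme with DMSO only and 100% = wells lacking PAFAH1B3 protein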
PME-1 inh = PME-1 (human) inhibition; 0.53% of 320,000 active; Q9Y570; inhibition, % at 5.9 µM; recombinant PME-1, FP-Rh probe fluorescence polarization;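 active = inhibition above the campaign mean of all compounds plus 3 SD, cut at about 26% in these data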;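 note: competitive labeling of PME-1 active site by serine hydrolase directed probe; 0% = PME-1 with DMSO and 100% = wells lacking PME-1 enzyme; inhibitors block probe labeling so polarization falls and inhibition rises; many of its hits are not listed in these tables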
Target sequence (Q9Y570 whole entry, looked up): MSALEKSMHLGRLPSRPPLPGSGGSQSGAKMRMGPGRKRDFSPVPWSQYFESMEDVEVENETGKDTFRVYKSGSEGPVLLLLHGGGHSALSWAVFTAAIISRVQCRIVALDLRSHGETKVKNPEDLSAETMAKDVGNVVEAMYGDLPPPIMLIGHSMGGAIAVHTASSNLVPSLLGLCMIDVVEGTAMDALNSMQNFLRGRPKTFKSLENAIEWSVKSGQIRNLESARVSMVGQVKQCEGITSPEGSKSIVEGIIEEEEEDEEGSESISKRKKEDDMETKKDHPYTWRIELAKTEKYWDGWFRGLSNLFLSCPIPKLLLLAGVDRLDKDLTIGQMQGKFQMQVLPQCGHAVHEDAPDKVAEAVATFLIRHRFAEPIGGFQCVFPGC
PAD4 FP inh = inhibitors of human PAD4 | recombinant PAD4, RCA probe fluorescence polarization | 0.41% of 330,000 active | AID 485272 | Q9UM07 | inhibition, % at 6.36 µM;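 active = percent inhibition above a cutoff equal to the mean of all tested compounds plus 3 SD, cut at about 15% in these data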;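 note: 0% = PAD4 with RCA probe and DMSO and 100% = probe without PAD4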
Target sequence (Q9UM07 whole entry, looked up): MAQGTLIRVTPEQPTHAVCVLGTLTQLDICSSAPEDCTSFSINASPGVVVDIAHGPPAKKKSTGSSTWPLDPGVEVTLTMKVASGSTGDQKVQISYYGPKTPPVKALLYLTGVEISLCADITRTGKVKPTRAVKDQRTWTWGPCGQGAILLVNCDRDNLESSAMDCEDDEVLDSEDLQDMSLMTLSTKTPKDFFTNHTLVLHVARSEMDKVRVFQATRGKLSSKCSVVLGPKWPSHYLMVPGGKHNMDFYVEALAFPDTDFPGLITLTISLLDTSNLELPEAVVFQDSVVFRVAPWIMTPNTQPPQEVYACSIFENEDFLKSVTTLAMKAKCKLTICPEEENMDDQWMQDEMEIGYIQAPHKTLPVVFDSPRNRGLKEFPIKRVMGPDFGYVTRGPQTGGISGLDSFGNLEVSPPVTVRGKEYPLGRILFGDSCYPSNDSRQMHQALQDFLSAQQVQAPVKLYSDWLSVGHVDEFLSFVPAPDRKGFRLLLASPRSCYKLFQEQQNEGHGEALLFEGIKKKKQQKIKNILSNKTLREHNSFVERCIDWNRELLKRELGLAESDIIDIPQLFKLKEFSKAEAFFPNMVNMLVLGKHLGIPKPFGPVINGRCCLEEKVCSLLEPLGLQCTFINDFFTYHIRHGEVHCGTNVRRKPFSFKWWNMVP
LYPLA2 counter = blocks human lysophospholipase 2, a PME1 counter-screen. recombinant LYPLA2, FP-Rh probe fluorescence polarization. O95372. 0.38% of 320,000 active. inhibition, % at 5.9 µM;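 active = inhibition above the screen-wide mean plus 3 SD, limit set per campaign, cut at about 26% in these data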;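 note: 0% = LYPLA2 with DMSO and 100% = wells lacking LYPLA2 enzyme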
PREPL inh = human PREPL enzyme inhibition. 0.68% of 320,000 active. AID 2751. inhibition, % at 5.96 µM. recombinant PREPL, fluorescence polarization activity-based probe. Q4J6C6; in the data active = inhibition above about 43%;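 note: 0% = enzyme with DMSO and 100% = wells lacking enzyme; many of its hits are not listed in these tables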
PAFAH1B2 FP inh = inhibitors of human PAFAH1B2 | P68402 | recombinant PAFAH1B2, FP-rhodamine activity probe, fluorescence polarization | inhibition, % at 3.39 µM | 1.2% of 340,000 active;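 active = inhibition above the mean of all tested compounds plus 3 SD, cut at about 24% in these data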;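 note: 0% = enzyme with DMSO and 100% = wells lacking PAFAH1B2; many of its hits are not listed in these tables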
pPAFAH FP inh = inhibitors of human plasma PAF acetylhydrolase (pPAFAH) | 1.5% of 330,000 active | inhibition, % at 3.39 µM | recombinant pPAFAH, FP-rhodamine probe fluorescence polarization;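 active = inhibition above the mean inhibition across the screen plus 3 SD, cut at about 25% in these data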;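 note: inhibitors block binding of the rhodamine activity-based probe so polarization drops; 0% = enzyme with DMSO and 100% = wells lacking pPAFAH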
GSTO1 counter = GSTO1 inhibition, counter-screen for RBBP9 inhibitors. P78417. recombinant GSTO1, activity-based probe fluorescence polarization. inhibition, % at 5.96 µM. 1.1% of 300,000 active. AID 1974;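 active = inhibition above the campaign mean inhibition plus 3 SD, cut at about 35% in these data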;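 note: 0% = GSTO1-1 with DMSO and 100% = wells lacking GSTO1-1 enzyme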
LYPLA1 inh = LYPLA1 (human) inhibition in PME1 counter-screen | O75608 | recombinant LYPLA1, FP-Rh probe fluorescence polarization | inhibition, % at 5.9 µM | 0.16% of 320,000 active | AID 2174;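 active = inhibition above the mean of all tested compounds plus 3 SD, set per campaign, cut at about 14% in these data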;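 note: inhibitors block serine hydrolase probe labeling of LYPLA1 so polarization falls; 0% = enzyme with DMSO and 100% = wells lacking LYPLA1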
The depositor's hits bear a star; . = no result given. An excerpt; rates above refer to the full screens.

SMILES	PAFAH1B3 FP inh	PME-1 inh	PAD4 FP inh	LYPLA2 counter	PREPL inh	PAFAH1B2 FP inh	pPAFAH FP inh	GSTO1 counter	LYPLA1 inh
O=C1CC(NCc2ccc3c(c2)OCO3)C(=O)N1Cc1ccc2c(c1)OCO2 (configuration not stated)	0	4	-3	4	-1	2	6	2	-2
O=S(=O)(NCC1(N2CCOCC2)CCCCC1)c1ccc(F)c(F)c1F	1	5	-1	6	-3	8	8	-3	3
Cc1ccc(CCNC(=O)C2CCN(S(=O)(=O)c3cccc4cccnc34)CC2)cc1	8	4	-1	1	6	16	3	7	-4
COc1ccc(S(=O)(=O)NCC(=O)N(CC(=O)NCC2CCCO2)c2c(C)cccc2C)cc1 (configuration not stated)	3	2	-5	-2	9	-1	3	4	0
COc1ccccc1CNC(=O)C1CCN(S(=O)(=O)c2cccc3nonc23)CC1	9	4	-2	-2	1	0	4	3	2
CC[C@]12c3[nH]c4cc(-c5ccco5)ccc4c3CCN1C(=O)[C@@H](CC(=O)NCCC1=CCCCC1)C[C@@H]2C(=O)N1CCN(C(=O)c2ccco2)CC1	3	.	-3	.	.	0	17	.	.
COC(=O)c1cc(CNC(=O)c2cccc(Cl)c2)ccc1OC	9	10	4	1	10	-1	8	-1	-4
CCOc1ccc(NC(=O)CN(C)CC(=O)Nc2ccc(Br)cc2F)cc1OCC	10	-5	-5	-1	4	0	3	-1	-2
COc1cc2nc(CN3CCN(S(=O)(=O)c4cc(C)ccc4C)CC3)[nH]c(=O)c2cc1OC	1	.	-1	.	23	-1	3	.	.
CN(NS(=O)(=O)c1ccc(Cl)cc1)c1nc(C(F)(F)F)nc2ccccc12	6	-2	0	4	21	5	1	3	0
O=C(CN1CCN(c2cccc(Cl)c2)CC1)c1ccc(O)cc1O	6	12	4	7	7	3	10	4	-3
Cc1ccc(NC(=S)NC2CCCC2)c(C)c1	5	-1	1	-1	-12	2	-1	0	-1
Cc1ccc(C(=O)OCC(=O)N2C(C)CCCC2C)s1 (configuration not stated)	-1	5	7	4	-1	2	0	.	0
CC(=O)n1c(=O)oc2ccccc21	7	-9	-2	6	-10	3	3	2	2
Cc1[nH]c2ccc3c(ncn3CCC#N)c2c1C	4	3	-7	5	23	0	-5	7	2

Just LYPLA2 counter and GSTO1 counter, for some of the entries so far:
SMILES	LYPLA2 counter	GSTO1 counter
O=C1CC(NCc2ccc3c(c2)OCO3)C(=O)N1Cc1ccc2c(c1)OCO2 (configuration not stated)	4	2
O=S(=O)(NCC1(N2CCOCC2)CCCCC1)c1ccc(F)c(F)c1F	6	-3

Continued:
SMILES	PAFAH1B3 FP inh	PME-1 inh	PAD4 FP inh	LYPLA2 counter	PREPL inh	PAFAH1B2 FP inh	pPAFAH FP inh	GSTO1 counter	LYPLA1 inh
CCOC(=O)N1CCc2c(sc(NC(=O)c3ccc(S(=O)(=O)N4CCCC4)cc3)c2C#N)C1	-7	1	-6	-5	4	4	9	7	-4
c1ccc(OCCCn2nnc(-c3ccc(N4CCOCC4)cc3)n2)cc1	12	2	-2	2	19	3	1	-2	1
Cc1ccc(CN2C(=O)CC(Nc3ccc(N4CCOCC4)cc3)C2=O)cc1 (configuration not stated)	0	-3	-2	-1	7	6	5	2	-1
O=C(Nc1ccc(N2CCOCC2)c(S(=O)(=O)Nc2ccc(Cl)cc2)c1)c1ccc(=O)[nH]n1	1	.	0	.	24	1	0	.	.
Cc1nc(SCC(=O)N2CCCCC2)c2c(C)c(C)sc2n1	12	4	4	4	9	0	1	-2	-2
COc1ccc(-c2c(C)c3ccc(O)cc3oc2=O)cc1OC	7	0	-1	2	18	-1	-5	13	-3
O=C(CSc1ccc(Cl)cc1)Nc1ccc(C2SCCS2)cc1	6	4	-1	-2	-6	16	6	-1	-3
Cc1cc(C)nc(SCC(=O)c2ccc(Cl)cc2)n1	5	-2	1	2	7	-1	8	1	-1
COc1cc(/C=C2/CC/C(=C/c3ccc(O)c(OC)c3)C2=O)ccc1O	4	1	-4	-26	17	2	22	-2	-22
COc1ccc(C(=S)N2CCN(S(=O)(=O)c3ccccc3)CC2)cc1	1	2	0	5	-6	4	4	3	-1
Cc1cc(C)cc(N(C(C)C(=O)N2CCCC2)S(C)(=O)=O)c1 (configuration not stated)	5	-4	-1	2	-14	6	3	-2	-2
Cc1ccc(NC(=O)CSc2nnc(C)n2-c2ccccc2)cc1	2	-1	-4	1	9	0	0	-1	-3
COC(=O)c1cc(NC(=O)c2cccc(Cl)c2)c(=O)oc1/C=C/Nc1cc(C)cc(C)c1	.	-4	-5	-6	-6	.	-2	-6	-3
Cc1nc2ccc(NS(=O)(=O)c3ccc4c(c3)OCCO4)cc2s1	5	3	-2	2	-3	6	10	11	-1
Cc1cc(SCC(=O)NC2CCCC2)nc2ccccc12	2	6	-1	-3	-11	4	4	-1	-3
Cc1cccc(N(C(=O)c2nsc(Cl)c2Cl)C(C(=O)NC2CCCC2)c2ccc(O)cc2)c1 (configuration not stated)	6	-1	-3	2	-4	0	4	-2	-1
COc1ccc(OC)c(NC(=O)CSc2nnc(-c3ccco3)o2)c1	-2	6	-2	7	12	-3	-1	7	3
CC(Sc1nc(-c2ccc(F)cc2)cs1)C(=O)N1c2ccccc2CC1C (configuration not stated)	5	-12	-4	-7	-2	0	0	-6	-8
COc1cc(OC)c(C(=O)OCC(=O)c2ccc3c(c2)NC(=O)CO3)cc1OC	13	.	-5	.	1	8	0	.	.
CCc1ccc(NC(=O)CC2NCCNC2=O)cc1 (configuration not stated)	13	-3	0	-3	4	3	-3	8	-4
COc1cccc(CN(C)CC(=O)NCc2ccc(C)cc2)c1	8	0	2	2	-1	1	3	-7	-3
Cc1cccc(NC(=O)CCn2ccnc2C)c1	3	2	-5	1	-1	0	-2	1	2
C=CCn1c(SCC(=O)/C(C#N)=C(\C)N)nnc1C1CCCCC1	3	-1	2	3	16	3	3	0	0
O=C(CCc1nnc(Cc2ccc3c(c2)OCO3)o1)NC(c1ccccn1)C(F)(F)F (configuration not stated)	5	0	-2	0	5	1	5	0	-4
COc1ccc(CN2CCN(C(=O)c3ccc(F)cc3)CC2)c(OC)c1	12	-2	-1	-6	0	0	3	-1	2
N#Cc1nc(COc2ccc(Br)cc2)oc1NCCCn1ccnc1	-1	-5	-3	14	19	25*	1	17	1
COC(=O)C1C2CCC(C2)C1C(=O)OCC(=O)c1ccc(C)cc1 (configuration not stated)	1	-2	1	-6	6	5	4	1	-2
O=C(NCCc1cccnc1)C1CCC(=O)N(Cc2cccc(C(F)(F)F)c2)C1 (configuration not stated)	5	2	3	0	21	-4	0	7	-1
CC(=O)c1ccc(S(=O)(=O)N2CCC3(CC2)CC(=O)c2ccccc2O3)cc1	7	1	-2	-5	0	-2	2	0	0
CC[C@@]1(C(=O)OC)N[C@H](CN(C)S(=O)(=O)c2ccc(-c3ccccc3)cc2)[C@@H]2C(=O)N(C)C(=O)[C@@H]21	4	.	-3	.	-5	2	-3	.	.
Cc1cccc(C)c1NC(=S)N(CCN(C)C)Cc1cccs1	4	-2	3	0	-4	-3	0	1	-3
O=C(Nc1ccc2c(c1)OCO2)Oc1ccccc1	11	-2	-8	2	14	-1	-1	2	0
Cc1cccc(NS(=O)(=O)c2cccc3cccnc23)n1	4	1	-1	9	1	0	4	8	1
Nc1ccc2c(c1)sc1ccccc12	-2	11	-9	-2	8	10	2	0	2
CCCCC[C@H](O)/C=C/[C@@H]1[C@@H](C/C=C\CCCC(=O)OC)[C@@H](O)C[C@H]1O	12	-2	0	6	4	4	5	7	-1
CC(C)Cc1nnc(NC(=O)Cc2ccccc2[N+](=O)[O-])s1	13	2	-9	5	12	5	-2	-5	-2
CCSCCOC(=O)C1=C(C)NC(=O)NC1c1cccc(OC)c1OC (configuration not stated)	-1	3	-1	2	-1	-1	5	-2	1
N#Cc1cccc(CN2CCCN(Cc3ccc(F)cc3)S2(=O)=O)c1	6	-4	2	10	6	9	8	2	2
O=C(CSc1nnc(CNc2ccc(F)cc2)n1Cc1ccccc1)NCc1ccco1	10	5	3	3	-5	16	10	5	-2
O=C(CCCN1C(=O)/C(=C\c2cccs2)SC1=S)Nc1ccc(O)cc1	16	-1	-4	-12	18	4	6	17	-8
CCCCCCn1c(N(CC)CC)nc2c1c(=O)[nH]c(=O)n2C	8	3	-2	-3	6	0	7	5	0
O=C(Cn1cncn1)c1ccccc1	-1	0	-1	7	0	-1	4	4	1
Cc1ccc2c(c1)OC(=O)CC2c1ccccc1 (configuration not stated)	0	-3	2	4	-40	6	-3	9	-1
CN/C(=C/[N+](=O)[O-])NCCSCc1ccc(CN(C)C)o1	1	2	-2	2	25	2	5	3	-1
COc1ccc(CCNC(=O)CCC(=O)n2ncc3ccc(Cl)cc32)cc1OC	0	0	0	2	20	1	-2	2	-1
O=C(NNC(=O)c1cccs1)Nc1cccc(Cl)c1	0	-6	-1	3	-1	5	2	10	-5
CCC/C(=N\NC(=O)CCC(=O)NCc1ccccc1)c1ccccc1	10	5	2	4	10	12	1	5	0
Cc1ccc(NC(=O)C2CCC(CNC(=O)[C@@H]3Cc4ccccc4CN3)CC2)c(C)c1 (some centres not stated)	1	-2	-6	9	2	-6	-3	-1	2
CCc1cc(C(=O)N2CCCC(C(=O)c3ccc(Oc4ccccc4)cc3)C2)n(C)n1 (configuration not stated)	1	3	0	4	20	4	17	4	4
O=C(c1ccc(O)cc1)c1ccc(Cl)cc1	-7	-5	-1	-7	14	3	-3	6	-1
O=C(CN1C(=O)C2CC=CCC2C1=O)NCc1ccc2c(c1)OCO2 (configuration not stated)	-1	1	2	4	0	-2	1	1	-3
COc1cccc(Nc2nnc(SCC(=O)Nc3sccc3C(N)=O)s2)c1	8	-8	-8	-13	3	0	1	13	-12
CC(OC(=O)c1ccc(NS(=O)(=O)c2ccc3[nH]c(=O)[nH]c3c2)cc1)C(=O)Nc1ccc(Cl)cc1 (configuration not stated)	-13	-28	-2	-35	-23	-12	1	-95	-23
CCn1c(=NC(=O)CS(=O)(=O)c2ccc(F)cc2)sc2cccc(OC)c21	-5	-1	-5	3	10	4	2	-7	-4
Cn1cc(C(=O)C(=O)NC2CCCCC2)c2ccccc21	1	-1	-7	0	-3	2	2	-5	1
Cc1ccnc(NS(=O)(=O)c2ccc(NC(=O)C3C4C=CC(C4)C3C(=O)O)cc2)n1 (configuration not stated)	6	2	3	4	0	2	3	-2	0
CCc1ccc(NC(=O)C(=O)NCCOc2ccccc2Cl)cc1	3	-13	-8	0	-6	4	5	7	-1
Cc1c(NC(=O)C(C)OC(=O)/C=C/c2ccc3c(c2)OCO3)c(=O)n(-c2ccccc2)n1C (configuration not stated)	9	-4	-1	0	1	5	2	13	0
C=CC[C@@H](CC(=O)OC(C)(C)C)C(=O)OC[C@H]1CCCN1C(=O)[C@@H](CC=C)CC(=O)N(CCO)Cc1ccccc1	7	.	-1	.	15	2	-5	.	.
Cc1ccc(-c2cc(C(=O)N/N=C/C=C/c3ccccc3)n[nH]2)o1	1	-3	3	2	14	-6	1	-10	-3
O=C(Cc1ccc(Cl)cc1)Nc1cccnc1	7	-6	1	6	2	3	1	4	-1
Cc1ccc(NC(=O)c2cccc(S(=O)(=O)N3CCCC3)c2)nc1	9	2	2	4	-2	8	-1	-1	-1
O=C(Nc1cccc(OC(=O)c2ccc(Br)o2)c1)c1ccccc1	-1	-3	-1	9	19	0	5	5	-1
